High-throughput results (PubChem)
SMARCA2 activ: SMARCA2 function activation, primary screen; MG213 cells, MMTV-luciferase reporter, dexamethasone, overnight; activation, % at 9.1 µM; 1% of 370,000 active; AID 652017; in the data active = activation above about 7.8%;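 also: 0% = vehicle wells and 100% = reference activator wells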
hgDAF12 agonist: hgDAF-12 agonism, primary luciferase screen; HEK293 GAL4-hgDAF12 UAS-luciferase reporter, agonist luminescence; normalized to butyrate control; activation, % at 6.8 µM; 1.8% of 370,000 active; AID 687014;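 active = activation above a cutoff set at the mean of all screened compounds plus 3 SD, cut at about 10% in these data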;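 also: 0% = DMSO wells and 100% = sodium butyrate wells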
NPR1 activator: GC-A (human) enzyme activation | P16066 | 0.14% of 370,000 active | HEK293 GC-A cells, cGMP TR-FRET, EC30 ANP; 0% at EC30 ANP, 100% saturating ANP | activation, % at 10 µM; in the data active = activation above about 40%
ssDAF-12 act: activators of S. stercoralis DAF-12 nuclear receptor; HEK293 ssDAF-12/GRIP1 lit1-tk-luc reporter, luminescence; % of 3 µM dafachronic acid response; activation, % at 6.8 µM; 1% of 370,000 active;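 active = activation above the mean over all tested compounds plus 3 SD, cut at about 0.9% in these data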;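 also: 0% = DMSO-only wells and 100% = 3 µM delta7-dafachronic acid wells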
ADAM10 inh: inhibitors of human ADAM10 | O14672 | recombinant ADAM10, EDANS/DABCYL FRET peptide cleavage, 3 h | inhibition, % at 7 µM | 0.62% of 370,000 active | AID 720582;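 active = inhibition above a per-campaign cutoff equal to the mean of compounds falling between control-based bounds plus 3 SD, cut at about 20% in these data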;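 also: 0% = DMSO wells while the 100% control is not disclosed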
Target sequence (O14672 214-748 limits assumed): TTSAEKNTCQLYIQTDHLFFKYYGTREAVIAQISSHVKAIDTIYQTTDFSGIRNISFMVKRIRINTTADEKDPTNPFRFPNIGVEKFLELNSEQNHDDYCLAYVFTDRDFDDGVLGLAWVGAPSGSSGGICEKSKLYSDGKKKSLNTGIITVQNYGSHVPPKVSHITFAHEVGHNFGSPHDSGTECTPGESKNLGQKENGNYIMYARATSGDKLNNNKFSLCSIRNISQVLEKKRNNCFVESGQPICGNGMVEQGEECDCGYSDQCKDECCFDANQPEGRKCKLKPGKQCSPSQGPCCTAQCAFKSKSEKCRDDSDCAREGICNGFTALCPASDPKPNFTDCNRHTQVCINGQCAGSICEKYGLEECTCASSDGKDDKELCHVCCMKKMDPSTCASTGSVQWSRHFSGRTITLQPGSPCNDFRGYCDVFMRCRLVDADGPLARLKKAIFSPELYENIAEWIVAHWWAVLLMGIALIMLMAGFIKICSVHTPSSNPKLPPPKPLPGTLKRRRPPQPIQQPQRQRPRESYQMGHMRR
DAX1 inh-1: inhibits human nuclear receptor DAX1 | P51843 | HEK293 Gal4-DAX1 luciferase reporter, luminescence | inhibition, % at 6.75 µM | 0.99% of 340,000 active | AID 504766;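 active = inhibition above the mean over all tested compounds plus 3 SD, cut at about 4.2% in these data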;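 also: 0% = DAX1-transfected cells with DMSO and 100% = empty-vector control cells with DMSO; inhibition shows as a rise in luminescence from relieved DAX1 repression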
GAA850 FXN act: activators of GAA850 frataxin (FXN) promoter. AID 540364. 0.56% of 360,000 active. activation, % at 6 µM. HEK293 lucGAA850 FXN promoter luciferase reporter, 24 h; percent of 10 µM SAHA response;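 active = activation above the average of all compounds screened plus 3 SD, cutoff fixed separately per campaign, cut at about 7.5% in these data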;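 also: 0% = DMSO wells and 100% = 10 µM SAHA wells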
sPLA2-III inh: Inhibits HGIII-sPLA2 liposome hydrolysis, primary screen; 0.56% of 370,000 active; AID 743126; Q9NZ20; inhibition, % at 12.2 µM; QFRET BODIPY PC-A2 liposome hydrolysis, fluorescence;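 active = inhibition above mean plus 3 SD of compounds lying within the high and low control bounds, cut at about 19% in these data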;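 also: 0% = median of test compound wells and 100% = no enzyme DMSO wells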
Target sequence (Q9NZ20 whole entry, looked up): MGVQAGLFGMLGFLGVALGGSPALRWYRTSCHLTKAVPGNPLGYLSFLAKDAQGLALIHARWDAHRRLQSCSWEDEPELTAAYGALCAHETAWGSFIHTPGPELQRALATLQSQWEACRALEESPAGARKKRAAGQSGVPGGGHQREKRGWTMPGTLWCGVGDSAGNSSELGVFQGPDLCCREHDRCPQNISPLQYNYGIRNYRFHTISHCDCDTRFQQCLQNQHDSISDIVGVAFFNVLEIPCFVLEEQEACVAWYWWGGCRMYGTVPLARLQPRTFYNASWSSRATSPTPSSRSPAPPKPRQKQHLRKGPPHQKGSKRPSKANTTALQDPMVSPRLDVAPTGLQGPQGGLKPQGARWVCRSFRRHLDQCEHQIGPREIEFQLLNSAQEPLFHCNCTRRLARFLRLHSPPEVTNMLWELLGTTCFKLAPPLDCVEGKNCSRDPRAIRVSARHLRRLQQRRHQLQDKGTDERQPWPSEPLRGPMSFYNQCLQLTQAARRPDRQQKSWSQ
hcDAF12 agonist: activates DAF-12 receptor from parasite H. contortus; 1.4% of 370,000 active; HEK293 hcDAF-12 lit1-tk-luc reporter, luminescence; 0% DMSO, 100% Δ7-dafachronic acid; activation, % at 6.8 µM; AID 652067;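 active = activation above the mean of all tested compounds plus 3 SD, cut at about 5.5% in these data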;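 also: 100% = response to 3 µM Δ7-dafachronic acid high control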
NPR2 activator: GC-B (human) receptor activation; AID 1920062; 0.11% of 370,000 active; HEK293-GC-B cells, CNP EC30, cGMP TR-FRET; 0% at EC30 CNP, 100% saturating CNP; activation, % at 10 µM;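 active = activation at 10 µM reaching about 35% in either raw or pattern-adjusted values, limit read from the data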
DAX1 inh-2: DAX1 (NR0B1) inhibition, primary screen; HEK293T StAR-luciferase reporter, SF-1/DAX-1 repression relief; AID 652010; inhibition, % at 6.8 µM; 1.1% of 370,000 active;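 active = inhibition above the mean over all tested compounds plus 3 SD, cut at about 3.6% in these data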;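 also: 0% = DAX-1 cells with DMSO and 100% = cells lacking DAX-1 with DMSO; higher inhibition means more luminescence from relief of DAX-1 repression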
Active calls of the source: *; / = no result given.

Results follow in this order: ADAM10 inh	NPR1 activator	GAA850 FXN act	sPLA2-III inh	hcDAF12 agonist	SMARCA2 activ	hgDAF12 agonist	DAX1 inh-1	NPR2 activator	DAX1 inh-2	ssDAF-12 act
Cc1cc(C)n(-c2nc(SCC(=O)Nc3nccs3)c3c4c(sc3n2)COC(C)(C)C4)n1
    -5	-2	0.1	5	-0.7	-1	-1.1	0.5	2	0.2	-1.4
COc1ccc(CNC(=O)CCS(=O)(=O)c2ccc3c(c2)oc(=O)n3C)cc1
    7	-6	-1.1	9	-2.3	0	0.6	0.9	3	0.3	-0.9
COc1ccc(-c2nc3cc(C)c(Br)c(C)n3c2Cc2ccc(C)cc2)cc1OC
    -11	-3	/	3	-0.3	5	5.4	/	-3	-0.9	-0.6
COc1ccc(Cc2c(-c3ccccc3)nc3ccc(C)cn23)c(C)c1
    -31	-4	/	0	2.2	9.2*	14*	/	3	3.9*	1.5*
O=C(O)CCCCCCCCCC[n+]1ccccc1
    -5	-1	0.3	-4	-0.9	-2	-0.8	0.1	0	-0.6	-0.7
CC(OC(=O)c1cccc(-n2cnnn2)c1)C(=O)NC1(C#N)CCCCC1 (centres undefined)
    1	2	1.0	6	-2.3	0	0.0	0.1	0	-0.1	-1.1
CCOC(=O)c1c(C)[nH]c(C(=O)OCC(=O)N2CCN(S(=O)(=O)c3ccc(C)cc3C)CC2)c1C
    -8	0	0.7	9	-1.5	-4	1.7	-0.2	4	-0.7	-1.2
C/C(=N\Nc1ccccn1)c1ccc(C#N)cc1
    2	0	0.7	2	0.5	2	3.8	-1.0	3	-2.2	-2.1
COc1ccc(-c2cc(C(=O)OC3CCOC3=O)c3ccccc3n2)cc1OC (centres undefined)
    -11	10	1.5	-4	-0.2	-2	-0.7	1.1	2	-0.1	-1.0
Brc1ccc(CN2CC[C@H]3C=CCc4cccc(c43)C2)cc1
    -11	-3	-0.2	8	0.0	-1	0.0	0.0	-2	0.1	-1.0
Cc1noc(C)c1CSCC(=O)Nc1cccc(C(F)(F)F)c1
    -13	0	0.1	2	1.0	0	2.2	0.3	-4	-1.8	-1.0
O=C(N/N=C/c1coc2ccccc2c1=O)c1cc(Br)ccc1O
    -15	-2	0.3	22*	-0.2	1	5.9	0.8	0	-0.1	-0.9
CCN(CC)C(=O)c1cc(C(C)(C)C)c(O)c(C(C)(C)C)c1
    -1	0	-1.8	4	-2.8	-6	-2.3	-0.4	2	-0.3	-1.3
COc1ccc(NC(=O)COc2ccc(/C=C/c3cc[n+](C)cc3)cc2OC)cc1
    -56	7	2.0	4	-0.1	0	-2.4	0.2	3	0.2	-1.0
Cc1ccc(S(=O)(=O)n2ccc(-c3cccc(OCc4c(F)cccc4Cl)c3)n2)cc1
    7	0	-0.8	2	0.4	-2	3.1	3.1	6	0.1	-0.9

Limited to hcDAF12 agonist, for 4 of the compounds above:
SMILES	hcDAF12 agonist
Cc1ccc(S(=O)(=O)n2ccc(-c3cccc(OCc4c(F)cccc4Cl)c3)n2)cc1	0.4
Brc1ccc(CN2CC[C@H]3C=CCc4cccc(c43)C2)cc1	0.0
O=C(O)CCCCCCCCCC[n+]1ccccc1	-0.9
CCOC(=O)c1c(C)[nH]c(C(=O)OCC(=O)N2CCN(S(=O)(=O)c3ccc(C)cc3C)CC2)c1C	-1.5

Carrying on.
Results follow in this order: ADAM10 inh	NPR1 activator	GAA850 FXN act	sPLA2-III inh	hcDAF12 agonist	SMARCA2 activ	hgDAF12 agonist	DAX1 inh-1	NPR2 activator	DAX1 inh-2	ssDAF-12 act
Cc1ccc(C(O)c2ncc(-c3cccc(F)c3)[nH]2)cc1 (centres undefined)
    -7	0	1.6	-4	1.5	-1	0.4	/	2	-0.1	-0.5
CS(=O)(=O)N1c2ccccc2C[C@H]1Cc1cc2ccccc2o1
    -5	-5	/	3	1.4	/	0.7	/	-4	/	-0.1
Clc1ccccc1/C=N/c1cc(-c2ccccc2)nn1-c1ccccc1
    -7	-4	1.8	0	-0.3	5	6.6	0.8	1	0.8	-0.8
CC1(c2ccc([N+](=O)[O-])cc2)NC(=O)N(CC(=O)Nc2ccc(N3CCCCC3)cc2)C1=O (centres undefined)
    -10	3	-0.9	3	0.0	-1	2.2	-1.4	0	-1.7	-0.7
COC(=O)c1ccccc1NC(=O)CCc1ccccc1
    -5	-9	-0.8	8	0.1	5	0.1	0.6	-7	0.7	-2.0
O=C(Cn1nc(C(F)(F)F)cc1C1CC1)NCc1ccccc1F
    -3	0	-0.1	-4	0.6	0	-2.1	-0.2	12	-0.5	-1.4
COC(=O)CCCC1=CC2=C(c3ccccc3)C(=O)C(C)(OC(=O)C3CCCC3)C(=O)C2=CN1Cc1ccc(OC)cc1 (centres undefined)
    -2	11	-0.8	-8	-0.9	0	0.0	-0.8	0	-0.3	-1.4
COc1ccccc1C(CNC(=S)NCc1ccccc1)N1CCCC1 (centres undefined)
    -2	1	-1.0	14	-0.9	-2	2.7	0.6	0	0.5	-0.2
CCOc1ccc(-c2cccc(NS(=O)(=O)c3cc([N+](=O)[O-])ccc3Cl)c2)nn1
    5	-2	0.6	-36	-1.0	1	1.2	-1.2	-4	1.4	-0.9
O=C(O)c1cc2nc(-c3ccc(F)cc3)cc(C(F)(F)F)n2n1
    -12	-1	-2.3	-2	-1.0	0	-2.9	1.4	-1	-0.8	-1.3
Cc1cnc(NC(=O)C2CCCC2)s1
    4	-1	0.8	-1	-1.4	2	1.3	-0.8	1	-0.4	-1.6
CC(=O)Nc1ccc(N2CCN(C(C)=O)CC2)cc1
    8	-1	0.7	-1	0.0	2	0.7	2.2	-2	0.1	-1.2
Cc1ccc(F)c(C2C3C=CCC(c4cccc(-c5ccc(N(C)C)cc5)c4)C3C(=O)N2Cc2ccccc2)c1 (centres undefined)
    -9	0	0.4	4	-1.5	0	3.5	-0.4	6	0.1	-1.5
CC(C)c1nc(SCC(=O)NCC2CCCO2)c2c(=O)n(C)c(=O)n(C)c2n1 (centres undefined)
    3	3	-0.9	1	-1.4	-1	1.8	-0.3	0	0.6	-1.5
COc1cc(C2c3c(n[nH]c3C)C(=O)N2c2ccc(C)cc2)ccc1O (centres undefined)
    7	-20	-0.7	-13	-1.4	-1	0.0	0.0	-12	0.4	-1.3

Profiles, quoted from the list.
CS(=O)(=O)N1c2ccccc2C[C@H]1Cc1cc2ccccc2o1 in the list: ADAM10 inh: -5; NPR1 activator: -5; GAA850 FXN act: /; sPLA2-III inh: 3; hcDAF12 agonist: 1.4; SMARCA2 activ: /; hgDAF12 agonist: 0.7; DAX1 inh-1: /; NPR2 activator: -4; DAX1 inh-2: /; ssDAF-12 act: -0.1
Cc1cnc(NC(=O)C2CCCC2)s1 in the list: ADAM10 inh: 4; NPR1 activator: -1; GAA850 FXN act: 0.8; sPLA2-III inh: -1; hcDAF12 agonist: -1.4; SMARCA2 activ: 2; hgDAF12 agonist: 1.3; DAX1 inh-1: -0.8; NPR2 activator: 1; DAX1 inh-2: -0.4; ssDAF-12 act: -1.6

Next section
Results follow in this order: ADAM10 inh	NPR1 activator	GAA850 FXN act	sPLA2-III inh	hcDAF12 agonist	SMARCA2 activ	hgDAF12 agonist	DAX1 inh-1	NPR2 activator	DAX1 inh-2	ssDAF-12 act
O=c1ccc2ccc(O[C@@H]3O[C@H](CO[C@@H]4OC[C@](O)(CO)[C@H]4O)[C@@H](O)[C@H](O)[C@H]3O)cc2o1
    -20	0	-0.1	-5	-0.5	0	-2.6	2.2	2	-0.2	-0.8
C[C@H](O)[C@@H]1CN2CCc3ccc(-c4ccc5c(c4)OCO5)cc3[C@@H]2C[C@@H]1N(C)CC1CCCCC1
    -5	-3	/	-4	-1.4	0	3.2	/	-5	-0.8	-1.3
C[C@H]1C2CC(OC(=O)NCc3ccc(Cl)cc3)C(C2)[C@H]2CCCCN21 (some centres undefined)
    -10	4	/	1	-0.7	-2	1.1	/	0	0.7	-0.7
COc1ccc(N2CCN(S(=O)(=O)c3cn(C)cn3)CC2)cc1
    10	-2	-1.0	2	-1.2	1	1.1	0.8	-4	0.8	-0.5
O=c1[nH]nc(SCc2ccccc2)c(=O)[nH]1
    0	1	2.0	3	0.4	-2	-3.8	-0.4	0	0.3	-1.2
O=C(Nc1ccccc1C(=O)Nc1ccc(F)cc1)c1ccco1
    -4	-2	-0.4	5	-0.5	-3	1.8	-0.3	-10	-2.7	-0.9
CN(C)CCNC(=O)c1cccc(S(=O)(=O)Nc2ccc(F)cc2)c1
    17	2	1.7	5	-0.1	-4	1.9	2.0	5	0.2	-1.5
CC(C)(C)C(=O)/C=C1\SCC(=O)N1CC(=O)N1CCN(c2ccccc2)CC1
    -14	1	0.1	-13	0.3	-2	0.2	-0.2	4	-1.6	-1.7
COc1ccccc1CN1CCC(CNS(=O)(=O)c2cc(-c3cc(C)no3)ccc2OC)CC1
    3	-6	0.0	-33	-1.4	-2	-0.3	1.8	-4	0.3	-0.8
CCCCNC(=O)CSc1nccn1Cc1ccccc1
    2	-1	-0.9	-4	0.5	0	2.1	0.3	3	0.0	-1.4
Cc1cc(C)cc(NC(=O)CN2CCN(c3ccccc3)CC2)c1
    6	0	2.6	2	4.1	-1	-0.2	-0.6	-3	0.2	-0.8
CCNC(=O)NNC(=O)C1CC(c2cccs2)=NO1 (centres undefined)
    -3	8	-1.9	-4	1.1	-1	0.3	-0.8	-6	-0.3	-1.9
COc1ccc(Cl)cc1NC(=O)CN1CCN(Cc2ccccc2)CC1
    1	5	-0.1	0	-2.2	0	-2.3	-0.8	1	0.3	-1.4
COc1cc(C(=O)Nn2c(O)c(C3=c4ccccc4=NC3=O)sc2=S)ccc1O
    -84	1	-0.1	-8	2.6	-6	5.0	-0.9	-10	1.0	0.0
CC(=O)Nc1cc(-c2ccc(F)cc2)cn2c(-c3ccc(F)cc3)cnc12
    -112	0	1.0	-5	-1.8	-1	0.6	/	2	-2.0	-1.8
Cc1cc(C)cc(NC(=O)CSc2nc3[nH]c(=O)cc(O)c3s2)c1
    -5	1	1.2	-2	-0.2	-1	0.0	1.0	8	-0.1	-1.3
